Assay outcomes deposited in PubChem by several laboratories.
GlmU inhibition: inhibition of mycobacterial GlmU enzyme – biochemical, glucosamine-1-phosphate acetyltransferase (AID 1376) | inhibition, %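 (tested at 30 µM in the primary screen)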; hits with a dose series show IC50 in µM | 0.25% of 220,000 active | M. tuberculosis GlmU acetyltransferase enzyme assay; higher % means a stronger effect | Bifunctional protein GlmU (Mycobacterium tuberculosis (strain ATCC 25618 / H37Rv)); in the data active = inhibition above about 13%;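 note: 0% = complete reaction with vehicle and 100% = reaction without substrate; strong numbers were not always called active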
Mtb RmlCD inh: M. tuberculosis RmlC/RmlD coupled enzyme inhibitors, primary screen, biochemical, compound mixtures, 384-well, from 1536-well plates; AID 1533, 2009; RmlC+RmlD coupled enzyme assay, percent inhibition; primary screen in compound mixtures; inhibition, % at 3.6 µM; dTDP-4-dehydrorhamnose reductase (Mycobacterium tuberculosis (strain ATCC 25618 / H37Rv)) …; 0.03% of 160,000 active; in the data active = inhibition mostly above about 34%, no sharp cut-off; note: some results filed as inactive read as strong as hits
Target sequence (P9WH09 whole entry, looked up): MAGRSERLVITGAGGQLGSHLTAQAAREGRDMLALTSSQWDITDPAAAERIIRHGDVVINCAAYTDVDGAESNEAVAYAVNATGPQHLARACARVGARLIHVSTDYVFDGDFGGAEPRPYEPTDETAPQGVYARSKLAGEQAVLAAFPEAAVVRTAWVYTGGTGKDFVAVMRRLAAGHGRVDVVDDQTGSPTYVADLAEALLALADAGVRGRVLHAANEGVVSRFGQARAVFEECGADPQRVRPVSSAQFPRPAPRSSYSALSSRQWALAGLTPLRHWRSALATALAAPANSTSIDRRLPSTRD
Target sequence (P9WH11 whole entry, looked up): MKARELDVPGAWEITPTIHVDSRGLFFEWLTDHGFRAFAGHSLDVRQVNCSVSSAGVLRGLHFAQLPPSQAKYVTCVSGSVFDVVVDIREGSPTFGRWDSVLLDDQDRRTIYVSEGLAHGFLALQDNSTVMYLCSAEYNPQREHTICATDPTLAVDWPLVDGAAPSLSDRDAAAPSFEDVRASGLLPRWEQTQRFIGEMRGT
Active calls of the source: *; . = no result given; & = joins results of further samples.

Results follow in this order: Mtb RmlCD inh, GlmU inhibition
- COc1ccc(CCNC(=O)C(=O)NCc2ccc(Cl)cc2)cc1OC
  5.3, 5.5%
- O=C(NCCOc1ccc(Cl)cc1)C(=O)NCC1CCCO1 (centres undefined)
  ., 0.3%
- CC1CN(C(=O)c2ccccc2Nc2ccc(SC(F)F)cc2)CC(C)O1 (centres undefined)
  -7.7, -0.4%
- O=C(O)c1ccc(Cl)c(S(=O)(=O)N2CCCCCC2)c1
  6.8, 6.6%
- O=C(Cn1cnc2c(nnn2Cc2ccc(F)cc2)c1=O)N1CCCc2ccccc21
  ., -5.3%
- CC(C)=C(NC(=O)c1ccccc1)C(=O)Nc1ccc(C(=O)O)cc1
  -10.6, 2.8%
- Cc1ccc(-c2nc3c(c(=O)[nH]c(=O)n3Cc3ccccc3)n2Cc2ccccc2)o1
  43.9, 8.0%
- CC1(C)CN(c2cccc(C#N)c2)C1=O
  -6.2, 8.1%
- COc1ccc(CC(=O)N2CCN=C2SC)cc1OC
  12.5, -1.7%
- CN1CCN(CCNC(=O)c2cc3c(=O)n(C)c4ccccc4c3n2C)CC1
  5.3, 1.8%
- Fc1nc(N2CCCC2)c(F)c(Oc2ccccc2Oc2c(F)c(F)nc(N3CCCC3)c2F)c1F
  5.7, -0.7%
- COc1ccc(-c2noc(CCCC(=O)Nc3ccc(C(N)=O)cc3)n2)cc1
  2.1, 1.4%
- N#C/C(=C\c1ccc(-c2ccc(Br)cc2)o1)C(=O)NCCc1c[nH]c2ccccc12
  -8.7, 1.5%
- Cc1cc(C)n(CC(=O)Nc2ccccc2)n1
  ., 6.6%
- O=C(Cc1ccccc1)N/N=C/c1cc2c(cc1Cl)OCO2
  ., 7.0%
- CC(/C=C/c1ccco1)=N\NC(=O)CNc1cccc(C)c1
  ., -3.2%
- CN1CCc2c(sc3c2c(=O)n(-c2ccccc2)c2n[nH]c(=S)n32)C1
  11.1, 5.7%
- Cc1nsc(Nc2ccccc2)c1C#N
  -6.0, -0.3%
- O=C(Nc1nc2ccc(F)cc2s1)C1CCN(S(=O)(=O)c2cc([N+](=O)[O-])ccc2Cl)CC1
  -0.1, 2.2%
- COc1ccc(-n2nc(C(=O)NCc3ccco3)c3c4ccccc4n(C)c3c2=O)cc1
  -10.1, 3.9%
- COc1ccc(CNC(=O)C(C)OC(=O)c2cccn2C)cc1 (centres undefined)
  12.0, 9.3%
- Cc1ccccc1-c1cc(-c2ccccc2O)on1
  ., 4.1%
- O=C1CCC([N+](=O)[O-])C(c2cc3c(cc2Br)OCO3)N1 (centres undefined)
  7.3, 3.0%
- O=C(NCCN1C(=O)S/C(=C\c2ccc(Cl)cc2)C1=O)c1ccc(F)c(S(=O)(=O)N2CCOCC2)c1
  -8.4, 4.0%
- COc1ccc(NC(=O)CSc2nc3c(c(=O)n2-c2ccc(C)cc2)SCC3)c(OC)c1
  -6.3, 0.6%
- O=c1c2c3c(sc2nc(NCCO)n1Cc1ccco1)CCCCC3
  -5.6, 2.7%
- CC(=O)Nc1c(O)nc(SCc2ccc(Cl)cc2)[nH]c1=O
  -1.2, 0.4%
- CCCN(C(=O)c1ccccc1N)c1c(C)n(C)n(-c2ccccc2)c1=O
  -8.8, -1.1%
- CCOc1ccc(OCC)c(NC(=O)CN2CCN(c3cccc(C)c3C)CC2)c1
  -4.7, -2.5%
- CC1CCN(c2nc3c(c(=O)n(C)c(=O)n3C)n2CCSc2ncccn2)CC1
  ., 1.1%

Other entries:
Results follow in this order: Mtb RmlCD inh, GlmU inhibition
- Cc1ccc(-n2c(=O)[nH]c3c(C(N)=O)nc(-c4ccc(C)o4)nc32)cc1
  11.4, .
- CCOC(=O)n1c(=O)n(Cc2ccc(F)cc2)c2ccccc21
  -5.5, 4.8%
- COCCNc1nnc(SCC(=O)NNC(=O)c2ccccc2)s1
  1.2, 1.3%
- O=C(NC1CCCCC1)c1cnn2c(C(F)(F)F)cc(-c3ccco3)nc12
  15.9, 1.5%
- Nc1o[nH]c(=O)c1Cc1ccccc1
  -8.7, -4.5%
- Cc1csc(NC(=O)CN2C(=O)c3ccccc3C2=O)c1C(N)=O
  6.6, 4.7%
- CN(Cc1cccc2cnccc12)C(=O)CCc1nnc(CCc2ccccc2)o1
  ., -2.2%
- CN(C)C(=O)COc1ccc2cc(-c3ccccc3)c(=O)oc2c1
  10.7, 5.3%
- CC(C)(C)n1nnnc1CN1CCN2CCCC2C1 (centres undefined)
  ., 6.7%
- COc1ccc(OCC(=O)Nc2ccc(C)cc2)cc1
  ., -0.1%
- Cn1nc(-c2ccccc2)cc1NC(=O)c1cccs1
  1.0, 9.3%
- CCOc1ccc(NC(=O)N2CCCC2C(=O)NCC2CCCO2)cc1 (centres undefined)
  ., -0.3%
- Cc1cccc(N2C(=O)CC(NNc3nc4ccccc4s3)C2=O)c1 (centres undefined)
  7.1, -4.6%
- O=C(OCCN1C(=O)c2ccccc2C1=O)c1cc(S(=O)(=O)N2CCOCC2)ccc1F
  7.2, -3.6%&7.2%
- CCOC(=O)N1CCN(C(=S)NC2CCCCC2)CC1
  1.9, 6.0%
- N#C/C(=C/c1cn(CC(=O)O)c2ccccc12)C(=O)Nc1ccccc1
  -16.4, 1.7%
- CCCCC(=O)Nc1nnn(CCC)n1
  5.2, 3.0%
- COC(=O)N/N=C(\C)c1ccc(OC(F)F)cc1OC(F)F
  -3.7, 6.4%
- C/C(=N\Nc1ccc([N+](=O)[O-])cc1)c1ccc(N)cc1
  -0.9, -4.2%
- CC(C)CNS(=O)(=O)c1ccc(S(=O)(=O)N2CCCN(Cc3ccccc3)C2)cc1
  3.5, 1.1%
- COCc1nnc(NC(=O)CCSc2ccccc2)s1
  ., -1.8%
- CC(=O)N1CCc2ccccc2C1CC(=O)O (centres undefined)
  9.2, -5.2%
- O=C(NCCc1ccccc1)C1CCCN(S(=O)(=O)c2cccc3nonc23)C1 (centres undefined)
  -3.8, 2.1%
- O=C(Oc1ccccc1N1C(=O)C2CCCCC2C1=O)c1ccccc1 (centres undefined)
  12.0, .
- FC(F)(F)c1cc(-c2ccco2)nc(NCc2ccco2)n1
  6.9, -6.2%
- Cn1cnnc1SCC(=O)Nc1sc2c(c1C(N)=O)CCC2
  -5.9, 3.7%
- Cc1ccc(-n2ncc3c(NCCCN4CCCC4=O)ncnc32)c(C)c1
  -1.3, 0.7%
- O=C(NC1CC1)c1cc2c(s1)CS(=O)(=O)C2
  -6.0, 0.4%
- O=C(Nc1nccs1)c1ccc(Cl)cc1[N+](=O)[O-]
  ., -1.4%
- O=C(Nc1nnc(Cc2ccc(Cl)cc2)s1)c1ccco1
  ., 3.3%

As entered above:
Under GlmU inhibition, Cc1csc(NC(=O)CN2C(=O)c3ccccc3C2=O)c1C(N)=O shows 4.7%
Under GlmU inhibition, O=C(Nc1nnc(Cc2ccc(Cl)cc2)s1)c1ccco1 shows 3.3%
Under Mtb RmlCD inh, O=C(OCCN1C(=O)c2ccccc2C1=O)c1cc(S(=O)(=O)N2CCOCC2)ccc1F shows 7.2

Going on with the list.
Results follow in this order: Mtb RmlCD inh, GlmU inhibition
- COc1ccc([N+](=O)[O-])cc1NC(=O)c1cn(-c2ccc(C)c(C)c2)c(=O)c2ccccc12
  -9.7, 0.0%
- CC(=O)N1c2c(cc(Br)cc2S(=O)(=O)NCc2ccc3c(c2)OCO3)CC1C (centres undefined)
  17.5, -2.0%
- CSc1n[nH]c(NC2=CC(=O)CCC2)n1
  -1.5, -1.4%
- CC(=O)Nc1sc2c(c1C(c1cccc(F)c1)N1CCN(CCO)CC1)CCCC2 (centres undefined)
  -6.2, -0.4%
- COc1ccc(NS(=O)(=O)c2ccc(S(=O)(=O)N(C)C)cc2)cc1S(N)(=O)=O
  36.7, -6.6%
- COc1ccc(-c2nc3c4ccccc4ccn3c2CN2CCCCC2)cc1
  -11.0, -4.0%
- CCOC(=O)/C(N=Nc1cc(C(=O)O)cc(C(=O)O)c1)=C(\O)CCl
  7.9, -3.4%
- COc1ccc(C)cc1NC(=S)NNC(=O)c1c(Br)cnn1C
  -5.6, -1.7%
- COC(=O)c1cc(-c2cccs2)[nH]n1
  -10.2, -1.9%
- CCCCn1c(=O)nc2n(-c3ccc(OC)cc3)c3ccccc3cc-2c1=O
  ., 0.0%
- N#CCCn1cc(C(=O)N2CCOCC2)c(-c2ccc3c(c2)OCCO3)n1
  -10.0, -4.6%
- CCOc1ccccc1N=C1SC(CC(=O)Nc2ccc(OC)cc2OC)C(=O)N1CCC1=CCCCC1 (centres undefined)
  ., -8.6%
- O=C(Nc1ccc(N2CCCCC2)cc1)c1ccccn1
  -0.4, -1.8%
- CC(=O)Nc1nnc(SCC(=O)c2ccc3c(c2)Cc2ccccc2-3)s1
  9.7, 0.2%
- CC1CCN(c2ccc(/C=N\Nc3nncn3N)cc2[N+](=O)[O-])CC1
  -12.9, -0.1%
- CCCNc1nc(OC)nc(N2CC3CC(C2)c2cccc(=O)n2C3)n1 (centres undefined)
  -12.5, 9.8%
- CCOC(=O)c1ccc(NC(=O)CN2CCN(Cc3ccccc3)CC2)cc1
  -1.6, 4.8%
- COc1ccc(-c2cn3cc(C(F)(F)F)cc(Cl)c3n2)cc1
  6.3, -3.7%
- CCCCCCC(=O)Nc1ccc(C(=O)N/N=C/c2cccnc2)cc1
  5.8, -1.7%
- CC(C)CCn1c(CN(C)Cc2ccccc2)nc2c1c(=O)n(C)c(=O)n2C
  ., 0.9%
- O=C(NC1CC1)C1=C[C@H](c2coc3ccccc3c2=O)C[C@H](OCCCCO)O1
  ., -3.8%
- Cc1ccc(S(=O)(=O)Oc2cccc(/C=N/Nc3ccc(C(=O)O)cc3)c2)cc1
  -0.3, 0.6%
- Cn1ncc(N2CCN(S(=O)(=O)c3ccc(Br)cc3)CC2)c(Cl)c1=O
  -11.6, -1.3%
- COc1cc(Cl)ccc1NC(=O)COc1ccccc1C(=O)N1CCN(c2ccc(O)cc2)CC1
  ., -0.5%
- Cc1cc(Br)c(NC(=O)CN2CC=C(c3ccccc3)CC2)c(Br)c1
  4.6, 6.2%
- Cc1cc(=O)[nH]c(SCC(=O)Nc2cccc3ccccc23)c1C#N
  9.7, 4.5%
- Fc1ccc(C2=Nn3c(Cc4ccccc4F)nnc3SC2)cc1
  -10.4, 1.6%
- Cc1ccccc1-c1nnc(SCc2ccccc2F)o1
  -3.4, 1.4%
- Cc1cc(C(=O)OCC(=O)NC(C)(C)C)c2ccccc2n1
  22.6, 3.5%
- CNC(=S)N(Cc1ccco1)Cc1cc2cc(OC)ccc2[nH]c1=O
  1.0, -2.1%

Continued.
Results follow in this order: Mtb RmlCD inh, GlmU inhibition
- CN(C)c1nc(-c2ccccc2)c2cnn(Cc3ccccc3)c2n1
  -0.3, 3.0%
- COc1ccc(-c2nn(-c3ccccc3)cc2CNC(=O)c2cccc([N+](=O)[O-])c2)cc1
  22.2, 2.6%
- COc1ccc(-c2cccc(C3CC=CC4C3C(=O)N(Cc3ccccc3)C4c3ccc(C(F)(F)F)cc3)c2)cc1 (centres undefined)
  ., 4.8%
- Cc1ccc2cc(CN(Cc3cccs3)C(=O)c3ccco3)c3nnnn3c2c1C
  -1.6, 1.0%
- CCOC(=O)C1(C(=O)O)NC(=O)CC1c1ccccc1 (centres undefined)
  0.5, -1.3%
- N/C(=N\OC(=O)N1CCOCC1)c1ccccc1
  ., 6.2%
- CC(C)(C)c1cc(NC(=O)CCSc2nnc3ccccn23)cc(C(C)(C)C)c1
  ., 1.2%
- CCC(O)c1cc2c(cc1NC(=O)c1cccs1)OCCO2 (centres undefined)
  ., 7.2%
- COc1ccc(OC)c(NC=C2C(=O)OC3(CCCCC3)OC2=O)c1
  3.6, 2.7%
- COCCCNC(=S)Nc1cccc(S(=O)(=O)NC2=NCCC2)c1
  6.4, 0.5%
- COc1ccc(C(=O)Nc2nc3ccccc3s2)cc1OC
  4.7, 1.4%
- CN(C)CCSc1nc(-c2ccccc2)nc2c1CCCC2
  -7.6, -3.9%
- CC(C)C1C(=O)NC(=S)N1S(=O)(=O)c1ccc(C(C)(C)C)cc1 (centres undefined)
  -5.3, -2.5%
- CN1CCN(CC(=O)NN(Cc2ccccc2)c2ccccc2)CC1
  -7.9, 1.4%
- C=CCSC1=C(C#N)C(c2ccccc2Cl)C(C(=O)c2cccs2)C(O)(C(F)(F)F)N1 (centres undefined)
  -4.5, -3.8%
- Cc1c(Br)c(C(F)(F)F)nn1CC(=O)NCC1CCCO1 (centres undefined)
  6.7, -2.2%
- CCN1CCN(C(c2cccs2)C(C)NC(=O)c2ccccc2OC)CC1 (centres undefined)
  ., -5.6%
- O=S(=O)(Nc1nc(SCc2ccc(Cl)cc2)n[nH]1)c1ccccc1
  11.2, -2.4%
- Nc1ccc(OCC(O)C[n+]2ccc(CCS(=O)(=O)[O-])cc2)cc1 (centres undefined)
  9.7, -5.7%
- C=CCCN(C(CC(C)C)C(=O)OC)S(=O)(=O)c1cc(Br)ccc1Br (centres undefined)
  2.7, -0.6%
- CC(/C=N\NC(=O)Cn1c(C)nc2ccccc21)=C\c1ccccc1
  -1.8, .
- CCCNC(=O)c1ccc2c(=O)c(O)c(-c3ccc(C)cc3)[nH]c2c1
  ., 4.5%
- COc1cc(C(=O)Nc2cc(C)c(OCC(=O)N3CCOCC3)c(C)c2)cc(OC)c1OC
  ., 0.7%
- O=C(NC(=S)Nc1ccccc1)c1ccc(-c2ccccc2)cc1
  -11.9, 0.7%
- CCN(CC)S(=O)(=O)c1ccc(NC(=O)CSc2nnc(-c3cccc(OC)c3)n2C)cc1
  3.0, 0.9%
- O=C(NCC(=O)N(CCN1CCOCC1)C(C(=O)NC1CCCC1)c1cccnc1)c1cccs1 (centres undefined)
  ., 1.8%

An excerpt (hit frequency here may not be typical).
